Assay outcomes (PubChem BioAssay)
FBW7 act = activators of human E3 ligase FBW7 | AlphaScreen FBW7–phospho-cyclin E peptide binding, activator screen | Q969H0 | normalized activity (activation), % at 26.1 µM | 650,000 tested, 0.13% active; in the data active means normalized activity above about 1.9%;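 further: purified mutant Fbw7 with reduced substrate affinity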
TEAD-YAP block = TEAD-YAP interaction inhibition; HEK-TIYL cells, TEAD-Gal4/YAP UAS-luciferase luminescence; inhibition, % at 9.12 µM; 640,000 tested, 1.4% active; AID 1259422; in the data active means inhibition above about 32%;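 further: 0% = median of test compound wells and 100% = reference inhibitor wells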
MITF inh = inhibitors of human MITF; O75030; AID 1259374; AlphaScreen MITF homodimerization, bead proximity signal; inhibition, % at 2.6 µM; 650,000 tested, 0.91% active; in the data active means inhibition above about 50%;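 further: 0% = vehicle wells with protein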
Target sequence (O75030 whole entry, looked up): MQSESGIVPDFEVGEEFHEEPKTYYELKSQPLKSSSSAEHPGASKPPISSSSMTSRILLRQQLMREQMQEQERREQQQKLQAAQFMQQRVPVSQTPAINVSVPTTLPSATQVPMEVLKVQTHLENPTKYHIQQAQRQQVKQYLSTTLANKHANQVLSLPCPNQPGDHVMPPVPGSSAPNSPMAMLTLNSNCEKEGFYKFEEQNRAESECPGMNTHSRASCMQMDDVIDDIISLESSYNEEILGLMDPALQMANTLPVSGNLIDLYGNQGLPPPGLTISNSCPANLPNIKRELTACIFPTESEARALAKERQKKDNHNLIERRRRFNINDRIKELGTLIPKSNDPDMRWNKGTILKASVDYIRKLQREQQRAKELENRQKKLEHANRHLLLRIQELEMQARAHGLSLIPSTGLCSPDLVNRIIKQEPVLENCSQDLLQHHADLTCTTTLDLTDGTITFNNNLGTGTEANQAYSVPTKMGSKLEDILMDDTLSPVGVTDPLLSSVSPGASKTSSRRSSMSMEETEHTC
GPR151 activ = human GPR151 activation; 650,000 tested, 1% active; Q8TDV0; activation, % at 11.2 µM; PathHunter beta-arrestin GPR151 cells, luminescence; in the data active means activation above about 4.9%;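 further: 0% = median of compound wells and 100% = cells with positive control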
Target sequence (Q8TDV0 whole entry, looked up): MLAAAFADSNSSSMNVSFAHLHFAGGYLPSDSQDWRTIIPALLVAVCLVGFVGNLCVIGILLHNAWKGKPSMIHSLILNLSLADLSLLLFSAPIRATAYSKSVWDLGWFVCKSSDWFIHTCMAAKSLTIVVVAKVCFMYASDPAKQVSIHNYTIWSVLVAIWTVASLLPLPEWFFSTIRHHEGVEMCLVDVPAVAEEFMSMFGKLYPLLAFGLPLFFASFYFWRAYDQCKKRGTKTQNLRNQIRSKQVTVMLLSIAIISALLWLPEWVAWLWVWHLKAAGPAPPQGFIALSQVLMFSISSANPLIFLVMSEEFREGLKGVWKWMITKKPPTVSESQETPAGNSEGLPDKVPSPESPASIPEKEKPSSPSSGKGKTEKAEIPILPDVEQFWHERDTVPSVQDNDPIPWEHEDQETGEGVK
* marks the source's active call; other numbers are inactive results.

SMILES	FBW7 act	TEAD-YAP block	MITF inh	GPR151 activ
Cc1ccccc1NC(=O)N1CCCC(CN2CCc3ccccc3C2)C1 (centres undefined)	0.6	-1	22	-2.5
COc1ccccc1-c1ncnn1-c1sc2c(c1C#N)CCCCC2	0.0	-1	11	-0.9
COc1ccccc1NC(=O)CCCc1nc(-c2ccccc2)no1	0.0	-1	-7	0.7
CCOc1ccc(NC(=O)c2cn(-c3ccc(C)c(C)c3)c(=O)c3ccccc23)cc1	-0.1	2	-2	0.6
COC(=O)C1(C(F)(F)F)C2C=CC(C2)N1c1nc2ccccc2s1 (centres undefined)	0.6	14	4	-1.3
COc1ccc(OC)c(C2CC(c3ccc(C)c(C)c3)Nc3nnnn32)c1 (centres undefined)	0.0	13	3	0.1
COc1ccc(/C=C/C(=O)OCc2cccc(S(=O)(=O)N(C)C)c2)cc1OC	0.0	4	0	1.4
CCn1c(=O)c2c(nc(SCC(=O)NC3CCCC3)n2C)n(C)c1=O	0.0	2	21	0.7
CCOC(=O)C1=C(C(F)(F)F)Nc2ncnn2C1c1ccc(OC)cc1 (centres undefined)	0.2	6	14	-0.5
COCC(=O)N1CCC(Oc2ccc(C(=O)NCCc3ccncc3)cc2)CC1	0.1	11	11	0.6
Cc1cccc2cc(CN(CCO)S(=O)(=O)c3cccc4nsnc34)c(=O)[nH]c12	-0.1	-1	-3	1.3
O=C(C1CCCCC1)N1CCC[C@H](Cn2nc(-c3cccs3)ccc2=O)C1	0.1	12	14	0.0
Cn1c(C(=O)NCCc2ccsc2)cc2c(=O)n(C)c3ccccc3c21	-0.1	-1	8	-0.4
O=[N+]([O-])c1ccc(N/N=C/c2ccc3ccccc3n2)c([N+](=O)[O-])c1	-0.1	2	-1	1.1
CCCOP(=O)(C/C=N/NC(=O)c1ccccc1O)OCCC	-0.1	-23	-16	1.4
O=C(COc1ccccc1)N1CCN(c2ccccc2F)CC1	0.1	0	19	0.3
Cc1onc(-c2c(Cl)cccc2Cl)c1C(=O)NCc1ccncc1	-0.1	-8	3	-0.5
CCc1ccc(OCC2c3cc(OC)c(OC)cc3CCN2C(=O)c2ccc(OC)c(OC)c2)cc1 (centres undefined)	-0.2	-16	1	2.0
CCOc1ccc(NC(=O)C2=C(C)NC(=O)NC2c2cc(OC)ccc2OC)cc1 (centres undefined)	0.3	-1	12	-1.0
CCOC(=O)C1=C(C)N=c2s/c(=C\c3ccc(I)cc3)c(=O)n2C1c1ccc(O)cc1 (centres undefined)	-0.3	-8	-10	1.2

Taken from the listing (seven entries):
SMILES	FBW7 act	TEAD-YAP block	MITF inh	GPR151 activ
Cn1c(C(=O)NCCc2ccsc2)cc2c(=O)n(C)c3ccccc3c21	-0.1	-1	8	-0.4
O=[N+]([O-])c1ccc(N/N=C/c2ccc3ccccc3n2)c([N+](=O)[O-])c1	-0.1	2	-1	1.1
CCCOP(=O)(C/C=N/NC(=O)c1ccccc1O)OCCC	-0.1	-23	-16	1.4
O=C(COc1ccccc1)N1CCN(c2ccccc2F)CC1	0.1	0	19	0.3
Cc1onc(-c2c(Cl)cccc2Cl)c1C(=O)NCc1ccncc1	-0.1	-8	3	-0.5
CCc1ccc(OCC2c3cc(OC)c(OC)cc3CCN2C(=O)c2ccc(OC)c(OC)c2)cc1 (centres undefined)	-0.2	-16	1	2.0
CCOc1ccc(NC(=O)C2=C(C)NC(=O)NC2c2cc(OC)ccc2OC)cc1 (centres undefined)	0.3	-1	12	-1.0

The main list resumes; the 2 compounds before the break are reprinted first.
SMILES	FBW7 act	TEAD-YAP block	MITF inh	GPR151 activ
CCOc1ccc(NC(=O)C2=C(C)NC(=O)NC2c2cc(OC)ccc2OC)cc1 (centres undefined)	0.3	-1	12	-1.0
CCOC(=O)C1=C(C)N=c2s/c(=C\c3ccc(I)cc3)c(=O)n2C1c1ccc(O)cc1 (centres undefined)	-0.3	-8	-10	1.2
COc1ccc(-c2nc(Nc3ccccc3)c3ncn(Cc4ccc(C(F)(F)F)cc4)c3n2)cn1	0.2	0	20	-1.8
Cc1cc(Nc2ccccc2)n(CCOC(=O)COc2ccccc2)n1	0.2	13	5	-0.3
O=C(O)CN(c1ccc(F)cc1)S(=O)(=O)c1ccc2c(c1)OCCO2	0.1	11	9	2.3
Cc1ccc(CNC(=O)[C@@H]2C[C@H](n3cnnn3)CN2Cc2ccc(C)cc2C)cc1	0.1	-1	-15	0.7
COc1ccc(C2=NC(c3ccc(C(F)(F)F)cc3)NC(c3cc(Cl)ccc3O)C2)cc1 (centres undefined)	0.0	-7	1	0.5
O=C(N/N=C/c1ccccc1)C(=Cc1ccc([N+](=O)[O-])cc1)C(=O)N/N=C/c1ccccc1	-0.1	-2	-6	-0.3
CC(C)c1ccc(OCc2n[nH]c(=S)n2C)cc1	0.0	-34	8	0.2
Cc1cc(=O)oc2cc(OC(=O)CCN3C(=O)C4CCCCC4C3=O)ccc12 (centres undefined)	0.2	-2	0	-0.2
C=CCNC(=S)Nc1ccc(OC)c(OC)c1	-0.1	6	4	-1.5
Cc1c(Cl)c([N+](=O)[O-])nn1CC(=O)N(C)C1CCCCC1	-0.1	4	3	2.1
Nc1nc(SCC(=O)c2ccc3c(c2)OCCO3)n[nH]1	0.0	-1	-19	2.6
O=C(CCC1CCN(C(=O)Cc2c[nH]c3ccccc23)CC1)NCc1ccc(F)cc1	-0.1	3	-2	0.3
COC(=O)C1=C(O)/C(=C\c2cc(C)n(-c3cc(Cl)ccc3C)c2C)N=C1C	0.1	0	-12	-0.3
COc1ccc(OC)c(C(C)NC(=O)CC(C)c2ccccc2)c1 (centres undefined)	0.1	4	-16	0.1
COc1ccc(Cl)cc1Nc1nc(-c2cccc(C)c2)nc2ccccc12	-0.1	-3	-3	1.7
COc1ccc(OC)c(C2/C(=C(\O)c3ccccc3)C(=O)C(=O)N2CC(C)O)c1 (centres undefined)	-0.3	-9	6	0.3
Cc1ccccc1NC(=O)CN1C(=O)CCSc2ccccc21	-0.1	6	-4	-1.2
COc1ccc2c(c1)C=C/C(=C\c1cccc[n+]1C)N2C	-0.1	80*	11	1.6
COc1ccccc1C1C(C(=O)Nc2cccc(C)n2)=C(C)NC2=C1C(=O)CCC2 (centres undefined)	0.3	6	11	0.7
CCc1sc2ncnc(N(C)C)c2c1-c1ccccc1	0.5	7	14	-0.3
CCOC(=O)c1c(-c2ccccc2)csc1NC(=O)C1COc2ccccc2O1 (centres undefined)	-0.3	0	-1	2.2
COc1cc(-c2coc3cc(OCc4ccccc4)c(OC)c(O)c3c2=O)cc(O)c1OC	0.0	-3	18	-1.3
O=C1c2[nH]nc(-c3ccccc3O)c2C(c2ccccc2F)N1CCCO (centres undefined)	0.0	3	15	-1.4
COc1ccc(C(=O)NCc2cnn(C)c2C)cc1OC1CCN(C(C)C)CC1	0.0	-7	1	-0.1
N#Cc1c(-c2ccco2)cc(C2CC2)nc1N	0.4	-18	-8	-0.4
Cc1ccc(S(=O)(=O)NNC(=O)c2ccccc2C)cc1	0.1	-4	-1	0.5
CC(C)NC(=S)NNC(=O)c1ccc(N2CCOCC2)c([N+](=O)[O-])c1	-0.1	5	-1	0.0
O=C(O)CNS(=O)(=O)c1ccc(Br)cc1Cl	0.0	4	10	0.9
COc1cccc(NC(=O)Cn2cnc3c(cnn3C(C)(C)C)c2=O)c1	-0.1	16	13	0.2
CCOC(=O)c1sc(NC(=O)/C=C/c2ccc(OC)c(OC)c2)c(C(=O)OCC)c1C	0.0	-10	-15	0.3
N#Cc1cccc(NC(=O)C2SC(=Nc3ccccc3)C(C(=O)N3CCOCC3)=C2N)c1 (centres undefined)	-0.3	6	3	-0.7
Cc1cc(NS(=O)(=O)c2ccc(NC(=O)c3ccccc3Oc3ccccc3)cc2)no1	0.3	-6	18	-2.1
CCOCCCNC(=O)c1nc(-c2cccnc2)no1	0.0	-4	-2	-1.4
FC(F)(F)c1cccc(CNc2ncnc3nc(-c4csc5ccccc45)[nH]c23)c1	0.0	5	-2	-1.8
Cc1onc(-c2ccccc2Cl)c1C(=O)NNC(=O)c1sc2ccccc2c1Cl	-0.1	6	2	-0.3
CCCOc1ccc(/C(O)=C2\C(=O)C(=O)N(CCCN3CCOCC3)C2c2cccc(Oc3ccccc3)c2)cc1C (centres undefined)	0.0	-8	34	0.6
COCCN(Cc1cc2cc(C)ccc2n2nnnc12)C(=S)Nc1cccc(C)c1	0.2	7	-9	0.2
COc1ccc(NC(=O)CSc2nnc3n2CCCCC3)cc1	-0.2	-4	-16	-1.7
COC(CNC(=O)c1ccc(Cn2c(=S)[nH]c3cc4c(cc3c2=O)OCO4)cc1)OC	-0.1	-13	2	-0.7
CC(=O)N(C)c1nnc(-c2cccc(F)c2)s1	-0.1	-67	10	0.5

Single records, from the list above. Order of values: FBW7 act	TEAD-YAP block	MITF inh	GPR151 activ
Record of O=C(O)CNS(=O)(=O)c1ccc(Br)cc1Cl → 0.0	4	10	0.9
Record of COc1cc(-c2coc3cc(OCc4ccccc4)c(OC)c(O)c3c2=O)cc(O)c1OC → 0.0	-3	18	-1.3
Record of COC(CNC(=O)c1ccc(Cn2c(=S)[nH]c3cc4c(cc3c2=O)OCO4)cc1)OC → -0.1	-13	2	-0.7
Record of N#Cc1cccc(NC(=O)C2SC(=Nc3ccccc3)C(C(=O)N3CCOCC3)=C2N)c1 (centres undefined) → -0.3	6	3	-0.7
Record of CCOC(=O)c1c(-c2ccccc2)csc1NC(=O)C1COc2ccccc2O1 (centres undefined) → -0.3	0	-1	2.2

(next part)
SMILES	FBW7 act	TEAD-YAP block	MITF inh	GPR151 activ
COc1ccc(CCNc2cc(C)nc(-c3csc4ccccc34)n2)cc1	-0.1	-52	3	-0.8
COCC(C)NC(=O)CSc1nnnn1-c1ccc(O)cc1 (centres undefined)	0.1	0	11	0.0
Cc1cc(C)c2cc3c(N)c(C(=O)Nc4nc(C)cs4)sc3nc2c1	0.1	-11	-4	0.7
O=C(NCC(O)c1ccc([N+](=O)[O-])cc1)c1ccco1 (centres undefined)	0.4	17	10	0.5
COc1ccc(OC)c(N2C(=O)NC(=O)/C(=C\c3ccc([N+](=O)[O-])o3)C2=O)c1	0.0	-7	47	0.4
CC(C)C[C@@H]1NC(=O)[C@@H]2C[C@H](NC(=O)Nc3ccc(Cl)cc3)CN2C1=O	0.0	7	16	-0.6
Cc1ccc(Nc2cc(C)c3ccccc3n2)cc1Cl	0.0	-35	-7	0.5
CCOC(=O)c1ccc(NC(=S)N(CCCN(CC)CC)Cc2ccco2)cc1	-0.1	-3	-4	0.0
Cc1nc(Nc2ccc(NC(=O)c3ccccc3F)cc2)cc(-n2cccn2)n1	-0.2	11	-3	-0.5
CC(C)c1ccc(NC(=O)c2cccnc2)cc1	0.1	-58	26	-1.8
CCOC(=O)C1=C(C)NC(C)=C(C(=O)OC(C)C)C1c1ccc([N+](=O)[O-])cc1 (centres undefined)	1.0	-10	24	1.4
COc1ccc(C2C(C#N)=C(N)Oc3n[nH]c(C(C)(C)C)c32)c(OC)c1 (centres undefined)	0.1	-4	-4	-1.2
Cc1nc(C)c(I)c(NC2CCCCC2)n1	-0.1	-6	3	0.4
COc1ccc(OCCSc2nc3ccccc3n2CC(=O)O)cc1	0.4	5	10	0.3
CCN1CNC(=S)N(c2ccc(F)c(Cl)c2)C1	0.0	1	7	6.0*
CCC1Sc2cc(S(=O)(=O)CCC(=O)Nc3ccc(OC)cc3)ccc2NC1=O (centres undefined)	0.0	-1	-1	-0.2
CCc1ccc(CN2CCC(n3nccc3NC(=O)C3CCOC3)CC2)o1 (centres undefined)	-0.2	-1	0	-0.4
Cn1ncc2c(N3CCN(c4ccccc4F)CC3)ncnc21	0.0	-14	0	3.2
COc1ccc(C(=O)N2c3cc(C)ccc3-c3c(ssc3=S)C2(C)C)cc1OC	-0.4	-10	16	-0.6
O=C(NCCN1CCOCC1)c1ccc(Sc2ccc(Br)cc2)c([N+](=O)[O-])c1	0.0	-5	7	1.1
COc1cc(CNC(=O)c2ccc(C3CCCCC3)cc2)cc(OC)c1OC	-0.1	5	1	0.6
O=C(O)c1cc(S(=O)(=O)N2CCOCC2)ccc1N1CCOCC1	0.7	8	15	0.0
CCOc1ccc(NC(=O)CSc2nnc(C(C)C)n2C)cc1	0.0	20	1	-1.1
Cn1c(Nc2ccc(N3CCC(C(=O)NCc4cccnc4)CC3)nn2)nc2ccccc21	0.1	5	22	0.1
Cn1c(=O)c2c(nc(N3CCN(Cc4ccccc4)CC3)n2Cc2ccccc2Br)n(C)c1=O	-0.1	-1	13	0.4
O=c1c2ccccc2nc(/C=C/c2cc(Br)ccc2O)n1CCCO	-1.0	-13	9	-0.4
O=C(NCc1nnc2n1CCN(Cc1ccccc1F)CC2)c1ccccn1	-0.1	0	-7	-0.8
CCN(CC)C(=O)C1CCCN(c2ccc(-n3cc(CC(=O)NCCO)c4ccccc43)nn2)C1 (centres undefined)	-0.1	2	4	0.4
Cc1ccc(C2CC(C(F)(F)F)n3nc(C(=O)N4CCCC4)c(Cl)c3N2)cc1 (centres undefined)	0.0	15	-12	0.0
Cc1nc(N2CCOCC2)c2c3c(sc2n1)CCC3	0.1	-2	14	-0.5
Cc1ccccc1N1CCN(C(=O)c2ccc(C(F)(F)F)cc2)CC1	0.1	4	3	-0.2
O=C(CSc1nc2cc(C(=O)NCCCN3CCOCC3)ccc2c(=O)n1-c1ccc(F)cc1)c1ccccc1	-0.1	20	7	-0.1
CCCC(=O)Nc1cc(OC)c(NC(=O)C(=O)OCC)cc1OC	0.3	2	3	1.8
COc1cccc2cc(-c3nnc(Nc4ccc(C)cc4)s3)c(=O)oc12	0.0	5	1	0.0
CN1C(=O)C(CC(=O)NCCc2ccccc2)C(=O)N(C)C1=O	-0.2	-4	18	1.5
CC(NC(=O)c1cccc(F)c1)C1CC1 (centres undefined)	-0.1	-2	-3	1.5
O=C(NN1C(=O)CSC1=S)c1c(F)cccc1F	0.1	-6	3	2.2
CCCC(=Nc1cccc([N+](=O)[O-])c1)C1=C(O)CC(C)(C)CC1=O	-0.1	0	-4	-0.2
